Source: PubChem
tuberculosis growth – growth inhibition of non-replicating M. tuberculosis (AID 488890). Mycobacterium tuberculosis non-replicating, growth inhibition; higher % means a stronger effect. inhibition, % at 25 µM, or IC50 in µM where a hit was titrated. 320,000 compounds, 0.39% hits; in the data active means a potency from the dose series; inconclusive means inhibition mostly from about 82% at the one dose, without a potency; inactive means the rest, 99 in 100 with inhibition below about 76%;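 further: plate controls were DMSO cells for no effect and high antibiotic wells for full effect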
inhibitors of VEEV – inhibitors of VEEV TC-83 cytopathic effect, confirmation, Vero cells (AID 588727) | Vero cells, VEEV TC-83 cytopathic effect inhibition; higher % means a stronger effect | inhibition, % at 20 µM; hits with a dose series show IC50 in µM | 350,000 compounds, 0.13% hits; in the data active means a potency from the dose series; inconclusive means inhibition mostly from about 14% at the one dose, without a potency; inactive means the rest, 99 in 100 with inhibition below about 12%; further: strong numbers were not always called active
H1N1 NS1A inhibition – H1N1 influenza NS1A inhibitors, functional cell based assay (AID 504329). NS1A functional cell-based assay, percent inhibition; higher % means a stronger effect. inhibition, % at 12.5 µM, or IC50 in µM where a hit was titrated. 340,000 compounds, 0.3% hits; in the data active means a potency from the dose series; inconclusive means inhibition above about 27% without an active follow-up result; further: strong numbers were not always called active
H37Rv inhibition – M. tuberculosis growth inhibition, HTS (AID 449762); M. tuberculosis H37Rv growth inhibition, 7H9 media; higher % means a stronger effect; one-dose inhibition, % at 25 µM; IC50 in µM for titrated hits; 330,000 compounds, 0.59% hits; in the data active means a potency from the dose series; inconclusive means inhibition above about 70% without an active follow-up result;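 further: bacterial growth assessed after seven days of incubation; strong numbers were not always called active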
PhoP GFP inhibition – PhoP regulon inhibitors, Salmonella typhi PhoP promoter GFP reporter, confirmatory (AID 1850). 310,000 compounds, 0.33% hits. one-dose inhibition, % at 50 µM; IC50 in µM for titrated hits. Salmonella Typhi PhoP-promoter GFP reporter, fluorescence, 4 h; higher % means a stronger effect; in the data active means a potency from the dose series; inconclusive means inhibition mostly from about 25% at the one dose, without a potency; inactive means the rest, 99 in 100 with inhibition below about 19%;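 further: 0% = induced wells with vehicle and 100% = uninduced wells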
inhibitors of VEEV 10K pilot screen – recorded beside inhibitors of VEEV, whose call it bears; inhibition, %; measured here: 10K pilot screen inhibition
Starred values were filed as active, the others as inactive; i = inactive; ? = inconclusive; . = not tested or not shown.

SMILES	tuberculosis growth	inhibitors of VEEV	H1N1 NS1A inhibition	H37Rv inhibition	PhoP GFP inhibition	others
CC(C)=CC(=O)OCC(=O)Nc1cc(C)cc(C)c1	74%	1.9%	-12%	2%	-2%
COc1cc(SC)ccc1C(=O)Nc1cccc(C2OCCCO2)c1	-5%	4.7%	0%	15%	-5%
Cc1cc(=O)[nH]c(N2CCN(c3ccc(Cl)cc3)CC2)n1	-16%	1.0%	-4%	4%	-5%
COc1cc(OC)cc(-c2cc3nc4c(c(N5CCN(c6ncccn6)CC5)n3n2)CCCC4)c1	17%	11%	-5%	62%	-11%
O=C(NNC(=S)Nc1ccc(Cl)cc1)c1cccs1	67%	1.4%	2%	3%	19%
COc1cccc(/C=C(\CC(=O)O)c2nc3ccccc3s2)c1	12%	2.2%	-14%	4%	-32%
COC(=O)c1ccc(Oc2nc(NC(C)C)nc(N(C)C)n2)cc1	12%	3.0%	2%	18%	-11%
CN1CCN(S(=O)(=O)c2ccc(NC(=O)c3ccc(Br)o3)cc2)CC1	2%	0.1%	-3%	-11%	2%
COc1ccc(C(=O)N(CCN2CCOCC2)CC(=O)NC2CCCC2)cc1OC	3%	0.7%	2%	-9%	-1%
O=C(NCc1ccc2c(c1)OCO2)Oc1ccccc1	13%	7.1%	25%	-2%	-2%
Cc1ccc(C2(C)NC(=O)N(CC(=O)NC(=O)NC(C)C)C2=O)cc1 (stereo unspecified)	6%	1.1%	-4%	4%	2%
CS(=O)(=O)c1ccc(Cl)c(NC(=O)CN2CCN(S(=O)(=O)/C=C/c3ccccc3)CC2)c1	.	5.4%	-8%	.	.
O=C(C1CCCN(S(=O)(=O)c2cccc3cccnc23)C1)N1CCN(c2ccccc2F)CC1 (stereo unspecified)	28%	10%	9%	8%	-2%
O=C1Nc2ccccc2C1C(C[N+](=O)[O-])c1ccccc1 (stereo unspecified)	7%	i	-24%	5%	0%
Cc1cc(OC(=O)C2CC2)c([N+](=O)[O-])c(=O)[nH]1	41%	0.3%	4%	10%	-1%
COc1ccc(CN2CCCC(C(=O)N3CCCCC3)C2)cc1 (stereo unspecified)	-9%	i	-10%	0%	-2%
CC(=O)Nc1ccc(Nc2ccc(S(=O)(=O)C(F)(F)F)cc2[N+](=O)[O-])cc1	53%	0.9%	16%	17%	8%
Cc1ccc2c(c1)S/C(=C/c1ccc[n+](CCO)c1)N2C	20%	1.2%	-3%	2%	0%
CCOC(=O)[C@H]1[C@H]2COc3ccc(OC)cc3[C@@H]2N2C(=O)c3ccc(F)cc3NC(=O)[C@@]12C	1%	0.2%	4%	2%	4%
C[C@H](NC(=O)c1nc[nH]c1C(=O)N[C@@H](Cc1ccccc1)C(=O)OCc1ccccc1)C(=O)OCc1ccccc1	42%	1.1%	-21%	-9%	1%
CN(C(=O)COC(=O)c1n[nH]c2ccccc12)c1ccccc1	-1%	1.3%	6%	-2%	-9%
CNC(=O)c1c(NC(=O)C(C)C)sc2c1CCC2	4%	0.4%	10%	1%	-13%
CCC/C=C1/CCCOC(C(=O)NCc2ccc(S(C)(=O)=O)cc2)(C(F)(F)F)C1 (stereo unspecified)	9%	1.1%	7%	-1%	-14%
O=C(OCn1nnc2ccccc2c1=O)c1ccco1	76%	0.9%	30%	?	5%
c1ccc(OCc2nn3c(-c4cccnc4)nnc3s2)cc1	71%	2.8%	-3%	-6%	1%
Cc1cc(C(=O)NNC(=O)Nc2ccc(Cl)cc2)no1	.	i	.	5%	-1%
S=C(NCc1ccc(Cl)cc1)Nc1ccccc1Cl	76%	1.2%	-2%	-5%	-11%
COc1cc2c(cc1NC(=O)COC(=O)CNC(=O)c1ccccc1)oc1ccccc12	3%	0.3%	1%	7%	-23%
COC(=O)c1ccc(N2CN=C(c3ccc(C)cc3)NC2=S)cc1	60%	0.9%	-8%	9%	-2%	inhibitors of VEEV 10K pilot screen=2.7
COc1ccc(-c2cc(C(=O)N/N=C(\C)c3ccco3)c3ccccc3n2)c(OC)c1	16%	10%	-16%	1%	-11%
Cc1c(C(=O)NCc2ccc3c(c2)OCO3)oc2ccc(S(=O)(=O)N3CCCCCC3)cc12	23%	6.1%	12%	2%	-15%
COc1ccc(C2SCCN2C(=S)Nc2ccc(F)cc2)cc1 (stereo unspecified)	-7%	3.3%	0%	-5%	-1%
COCCN(CCOC)S(=O)(=O)c1ccc(C(=O)Nc2c(C)n(C)n(-c3ccccc3)c2=O)cc1	-6%	0.6%	8%	2%	12%
CCC(C)N(NC(C)=O)c1nc(Cl)nc(NC(C)(C)C)n1 (stereo unspecified)	5%	0.2%	-2%	4%	9%
COc1ccccc1N(C)S(=O)(=O)c1ccc(C(=O)NC(C)c2ccccc2)cc1 (stereo unspecified)	20%	3.0%	-6%	1%	-2%
COc1ccc(-c2cc3ccc(F)cc3cn2)cc1	-1%	0.9%	7%	8%	.
Cc1cc(=O)oc2cc(OCC(=O)Nc3ccc4[nH]c(=O)[nH]c4c3)ccc12	-2%	0.5%	-3%	-4%	-9%
Cc1ccc(CSc2nnc(CCCCCNC(=O)OC(C)(C)C)o2)cc1	79%	i	-24%	?	4%
O=C(CCCc1ccccn1)c1ccccc1	.	0.5%	-1%	.	.
CCOP(=S)(OCC)SCCSCC	0%	1.5%	-12%	-6%	.

By substructure: those above with a nitro group on carbon (three)
SMILES	tuberculosis growth	inhibitors of VEEV	H1N1 NS1A inhibition	H37Rv inhibition	PhoP GFP inhibition	others
O=C1Nc2ccccc2C1C(C[N+](=O)[O-])c1ccccc1 (stereo unspecified)	7%	i	-24%	5%	0%
Cc1cc(OC(=O)C2CC2)c([N+](=O)[O-])c(=O)[nH]1	41%	0.3%	4%	10%	-1%
CC(=O)Nc1ccc(Nc2ccc(S(=O)(=O)C(F)(F)F)cc2[N+](=O)[O-])cc1	53%	0.9%	16%	17%	8%

Returning to the listing, starting 2 compounds before the break.
SMILES	tuberculosis growth	inhibitors of VEEV	H1N1 NS1A inhibition	H37Rv inhibition	PhoP GFP inhibition	others
O=C(CCCc1ccccn1)c1ccccc1	.	0.5%	-1%	.	.
CCOP(=S)(OCC)SCCSCC	0%	1.5%	-12%	-6%	.
CC(C)(C)OC(=O)Nc1ccc([C@H](NC(=O)OC(C)(C)C)C(=O)OC(C)(C)C)cc1	-21%	0.7%	-5%	-6%	.
Clc1ccccc1CSc1nnc(-c2ccccn2)n1Cc1ccco1	8%	i	-3%	-15%	6%
CCN(CC)C(=O)COC(=O)c1ccc(O)cc1	11%	1.0%	-2%	-9%	1%
CCCc1cc(N2CCCC2)n2nc(C)c(-c3ccccc3)c2n1	.	3.2%	5%	5%	-9%
Cc1noc(C)c1C(=O)OCC(=O)Nc1cc(Cl)ccc1Oc1ccccc1	25%	2.0%	1%	3%	-11%
Cc1c(CCOC(=O)C23CC4CC(CC(C)(C4)C2)C3)sc[n+]1Cc1ccccc1	?	1.2%	15%	?	1%
O=C(/C=C/c1ccc(-c2ccccc2[N+](=O)[O-])o1)c1ccc(Br)cc1	.	i	9%	.	-10%
O=C1N/C(=N/O)S/C1=C\c1ccccc1-n1cccn1	13%	1.8%	-2%	-1%	-3%
O=C(Nc1nnc(SCc2c(Cl)cccc2Cl)s1)C1CC(=O)N(c2ccc3c(c2)OCCO3)C1 (stereo unspecified)	31%	i	-5%	-2%	2%
CCN(CC)CCCN=Cc1c(O)n(-c2c(C)cccc2C)c(=O)c2ccccc12	-3%	i	.	4%	0%
N#Cc1nc(-c2ccco2)oc1NCCCn1ccnc1	-20%	1.0%	2%	-4%	-6%
O=C(O)c1ccc(CNC(=O)c2ccc3c(c2)OCCO3)cc1	-3%	1.2%	0%	3%	9%
S=c1nn[nH]n1C12CC3CC(CC(C3)C1)C2	-9%	0.6%	-1%	-2%	-6%
COc1ccc(/C=C(/NC(=O)c2ccccc2)C(=O)NCc2ccco2)cc1	-10%	0.2%	5%	6%	9%
CCOC(=O)N1CCN(C(=O)CCN2C(=O)COc3ccccc32)CC1	-5%	0.1%	2%	-8%	-10%
COc1ccc(-n2nc3c(N)n[nH]c3cc2=O)cc1	-6%	0.5%	2%	2%	-10%
COc1ccc(CC(=O)NC2CCCc3ccccc32)cc1 (stereo unspecified)	16%	1.1%	6%	5%	-24%
COc1cc(NS(=O)(=O)c2ccc(NC(=O)CN3C(=O)c4ccccc4C3=O)cc2)nc(OC)n1	10%	2.6%	4%	-7%	-3%
Cc1ccc2c(nc3s/c(=C\c4ccc(-c5ccccc5C(=O)O)o4)c(=O)n32)c1C	2%	8.4%	-23%	9%	-36%
CN(Cc1cn(C)nc1-c1cccc(Cl)c1)Cc1nccn1C	13%	11%	2%	-10%	2%

For reference, some entries already given:
SMILES	tuberculosis growth	inhibitors of VEEV	H1N1 NS1A inhibition	H37Rv inhibition	PhoP GFP inhibition	others
CCOC(=O)N1CCN(C(=O)CCN2C(=O)COc3ccccc32)CC1	-5%	0.1%	2%	-8%	-10%
COc1ccc(-n2nc3c(N)n[nH]c3cc2=O)cc1	-6%	0.5%	2%	2%	-10%

Following part
SMILES	tuberculosis growth	inhibitors of VEEV	H1N1 NS1A inhibition	H37Rv inhibition	PhoP GFP inhibition	others
NC(=S)N/N=C\c1ccc(-c2cccc(Cl)c2Cl)o1	?	7.3%	-24%	?	-1%
COc1ccc(CC(=O)OCC(=O)c2ccc(OC)cc2)cc1	74%	0.9%	0%	-1%	-7%
COC(=O)c1ccc2c(=O)n(CCCN3CCOCC3)c(=S)[nH]c2c1	24%	1.4%	-3%	-1%	10%
O=C(NCC1CCCO1)C1CCN(S(=O)(=O)c2cccc3cccnc23)CC1 (stereo unspecified)	-3%	1.7%	-10%	-3%	-9%
CCOC(=O)C(Sc1nn(C)c(=S)s1)C(C)=O (stereo unspecified)	78%	0.1%	-6%	0%	-4%
COc1cc(N/C=C(\C(C)=O)c2ccccc2)cc(OC)c1	-5%	5.7%	7%	5%	-7%
CC1([N+](=O)[O-])COP(=O)(Nc2cccc(Br)c2)OC1 (stereo unspecified)	.	2.1%	9%	.	.
Cc1ccc(S(=O)(=O)N2CCN(C(=O)/C=C/c3ccco3)CC2)cc1	13%	1.2%	3%	-4%	-13%
Fc1ccccc1CNCCc1ccc2c(c1)OCO2	30%	i	-2%	-2%	-1%
Cc1ccc(C(=O)NC(=S)NCC2CCCO2)cc1 (stereo unspecified)	39%	i	5%	4%	2%
O=c1oc2c3c4c(cc2s1)CCCN4CCC3	-10%	2.4%	7%	1%	9%
COc1ccc(Br)cc1CNc1ccc(O)cc1	29%	0.8%	3%	-5%	3%
O=C(O)c1nc(N2CCCC2)ncc1Cl	-5%	i	4%	7%	2%
CC1=NN(C(=O)CSCc2ccccc2)C(O)(c2ccc(Cl)cc2)C1 (stereo unspecified)	?	1.8%	-4%	6%	-14%
Cn1c(NC(=O)c2cc(Br)ccc2Cl)cc(=O)n(C)c1=O	.	1.1%	-1%	-12%	-9%
Cc1cc(C)n2nc(C(=O)Nc3nnc(C4CC4)s3)nc2n1	-1%	0.7%	3%	-12%	-24%
Cc1nc(N2CCC(C(N)=O)CC2)c2c(-c3cccs3)csc2n1	6%	7.2%	1%	7%	-18%
O=C(Nc1ccc(S(=O)(=O)Nc2ncccn2)cc1)c1ccccc1Cl	-4%	i	-11%	-5%	-3%
COc1ccc(CN2CCC(=O)NC2=O)cc1	-2%	0.5%	-8%	-1%	-10%
COc1ccc(COC(=O)c2cccc(S(=O)(=O)N3CCN(C(C)=O)CC3)c2)cc1	-4%	2.0%	-2%	7%	4%
O=C(NC(=S)Nc1ccc(S(=O)(=O)N2CCCCC2)cc1)c1ccccc1	-3%	i	-7%	-1%	2%
CCOC(=O)c1cccc(-c2ccc(C=O)o2)c1	?	0.4%	1%	23%	-3%
Cc1ccc(NS(=O)(=O)c2cccc(C(=O)N3CCN(C(=O)c4ccco4)CC3)c2)cc1	4%	3.8%	-2%	-8%	.
CC(C)(C)Nc1nc(Oc2ccc(=O)n(-c3ccccc3)n2)nc(N2CCOCC2)n1	-5%	1.3%	5%	-1%	9%
NC(=O)C1CCN(CC(=O)NC2CCCc3ccccc32)CC1 (stereo unspecified)	4%	3.1%	-6%	-4%	-2%
CN(CC(=O)Nc1ccc(F)cc1)C(=O)COC(=O)c1ccc(-c2ccccc2)cc1	-4%	0.9%	0%	4%	-10%
C/C(Nc1ccc(Cl)cc1)=C(/C#N)C(N)=O	-1%	0.0%	-4%	0%	2%
CC(C)CNc1nnnc2c1sc1nc(N3CCOCC3)c3c(c12)CCCC3	9%	2.7%	-12%	4%	-2%
COc1ccccc1CNC(=O)CN(C)CC(=O)Nc1ccccc1Br	2%	0.6%	10%	-6%	.
